# Compound activity (PubChem BioAssay)
# MITF inh = blocks human microphthalmia-associated transcription factor; O75030; AlphaScreen MITF homodimerization, bead proximity signal; inhibition, % at 2.6 µM; 650,000 compounds, 0.91% hits; AID 1259374; in the data active = inhibition above about 50%;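 note: 0% = vehicle wells with protein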
# Target sequence (O75030 whole entry, looked up): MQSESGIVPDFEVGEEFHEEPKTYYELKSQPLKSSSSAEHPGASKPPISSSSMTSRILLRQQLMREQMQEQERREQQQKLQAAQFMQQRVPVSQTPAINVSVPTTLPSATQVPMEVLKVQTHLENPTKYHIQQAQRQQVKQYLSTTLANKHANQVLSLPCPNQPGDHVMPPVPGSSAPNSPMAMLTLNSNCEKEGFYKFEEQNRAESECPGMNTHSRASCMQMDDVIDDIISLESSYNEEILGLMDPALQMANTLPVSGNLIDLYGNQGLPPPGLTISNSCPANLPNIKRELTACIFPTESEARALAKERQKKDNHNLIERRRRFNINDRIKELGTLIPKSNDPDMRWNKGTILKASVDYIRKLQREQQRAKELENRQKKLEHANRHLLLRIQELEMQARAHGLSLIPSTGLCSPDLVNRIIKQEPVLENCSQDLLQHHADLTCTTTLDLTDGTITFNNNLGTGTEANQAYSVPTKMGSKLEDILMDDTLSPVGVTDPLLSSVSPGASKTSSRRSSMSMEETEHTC
# FBW7 activator = human FBW7 E3 ligase activation, primary screen; AlphaScreen FBW7–phospho-cyclin E peptide binding, activator screen; normalized activity (activation), % at 26.1 µM; 650,000 compounds, 0.13% hits; AID 1259310; in the data active = normalized activity above about 1.9%;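 note: purified mutant Fbw7 with reduced substrate affinity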
# GPR151 ag = human GPR151 activation; activation, % at 11.2 µM; Q8TDV0; 650,000 compounds, 1% hits; PathHunter beta-arrestin GPR151 cells, luminescence; in the data active = activation above about 4.9%;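 note: 0% = median of compound wells and 100% = cells with positive control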
# Target sequence (Q8TDV0 whole entry, looked up): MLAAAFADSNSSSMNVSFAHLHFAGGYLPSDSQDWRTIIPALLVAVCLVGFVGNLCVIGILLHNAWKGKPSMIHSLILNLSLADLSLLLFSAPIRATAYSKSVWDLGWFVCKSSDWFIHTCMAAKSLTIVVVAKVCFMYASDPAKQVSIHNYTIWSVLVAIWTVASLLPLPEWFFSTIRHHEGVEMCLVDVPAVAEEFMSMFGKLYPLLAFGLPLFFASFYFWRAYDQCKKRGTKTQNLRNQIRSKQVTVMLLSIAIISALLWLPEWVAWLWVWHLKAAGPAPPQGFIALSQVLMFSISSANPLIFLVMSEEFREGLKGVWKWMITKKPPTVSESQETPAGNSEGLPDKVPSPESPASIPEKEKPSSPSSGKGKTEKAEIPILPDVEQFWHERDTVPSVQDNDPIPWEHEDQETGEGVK
# TEAD-YAP inh = TEAD-YAP interaction inhibition. HEK-TIYL cells, TEAD-Gal4/YAP UAS-luciferase luminescence. inhibition, % at 9.12 µM. 640,000 compounds, 1.4% hits; in the data active = inhibition above about 32%;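 note: 0% = median of test compound wells and 100% = reference inhibitor wells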
# Active calls of the source: *; · = no result given. An unsorted share of the library; about 3.4% have a hit in one of these screens.
SMILES,MITF inh,FBW7 activator,GPR151 ag,TEAD-YAP inh
O=C(CC1(c2cccc(C(F)(F)F)c2)CC(=O)N(C2CC2)C1=O)N1CCCCCCC1 (stereo unspecified),12.3,-0.1,1.2,1.4
CCCNC(=O)c1ccc2nc(-c3cccc(N)c3)sc2c1,-2.4,0.1,-4.3,-47.0
COc1ccc(NS(=O)(=O)c2cc(NC(=O)c3ccccc3F)ccc2OC)cc1,1.0,-0.1,-0.5,-2.8
Cc1cc(/C(=N/O)C(C)(C)NO)ccc1Cl,3.1,-0.1,-0.9,-6.8
CCC(=O)NC(NCCc1ccccc1)C(Cl)(Cl)Cl (stereo unspecified),4.2,0.1,1.6,-2.1
CCc1ccc(C2=NC(c3ccc(C)cc3)NC(c3cc(Cl)ccc3O)C2)cc1 (stereo unspecified),5.7,-0.1,0.0,-2.2
Cc1cc(C)nc(SCc2nc3sccn3c2Br)n1,9.1,0.1,0.2,-33.7
O=C1Nc2ccccc2/C1=C/c1ccccc1,2.7,-0.1,1.5,-6.3
Cc1nc(-c2ccc(NC(=O)c3cccs3)cc2)cs1,10.3,0.5,-8.3,48.2*
COc1ccc(/C=C(/NC(=O)c2ccc(Cl)cc2)C(=O)Nc2ccc(F)c(Cl)c2)cc1OC,15.9,0.3,1.7,2.6
CNC(=O)NC(=O)CSc1nc2sc3c(c2c(=O)n1C1CCCC1)CCCC3,-2.1,0.2,1.4,-0.1
COCCCn1c(=N)c(C(=O)NC2CCCCC2)cc2c(=O)n3cc(C)ccc3nc21,4.3,0.0,0.4,2.8
CCC(C)(C)NC(=O)C(c1ccccn1)N(Cc1ccc(F)cc1)C(=O)c1csnn1 (stereo unspecified),-43.3,0.2,0.6,1.2
CCOC(=O)Cc1nnc2c(Nc3cc(C)ccc3C)nc3nonc3n12,-21.0,0.0,-0.7,0.1
O=C(Cn1cnc([N+](=O)[O-])n1)N/N=C/c1ccc2ccccc2c1,-4.4,0.0,-0.3,-0.8
COc1ccc(/C=N/NS(=O)(=O)c2ccc3ccccc3c2)cc1,-33.4,-0.1,0.6,8.5
CCN(c1cccc(C)c1)S(=O)(=O)c1ccc(Sc2cccc(Cl)c2)c(C(=O)NCCc2ccccc2)c1,7.4,0.1,-0.5,0.4
COc1ccc(-c2nc(-c3ccccc3F)[nH]c2-c2ccc(OC)cc2)cc1,10.5,0.0,-0.6,5.1
O=C(CSc1nnc2ccc(-c3ccccc3)nn12)Nc1ccc2c(c1)OCCO2,-14.9,0.2,0.9,4.8
O=C(NCC1(c2cccs2)CC1)c1ccccc1,6.5,0.0,-0.1,-11.2
CCOc1cccc(N2C(=O)CC(N3CCC(C(N)=O)(N4CCCCC4)CC3)C2=O)c1 (stereo unspecified),-13.0,0.0,2.5,-20.1
COC(=O)C1=C(C(=O)OC)[C@@H]2N(C)c3ccccc3[C@@]23CCC(=O)N(Cc2ccc(OC)cc2)C3=N1,9.0,0.5,-1.8,·
CCCn1c(=O)c(C(=O)NCCNCCO)c(O)c2ccccc21,-4.1,-0.3,-0.7,4.4
CCOc1ccc(N(CC(=O)NC(C(C)C)C(C)C)S(C)(=O)=O)cc1,0.0,-0.1,-1.1,2.3
Clc1ccc(-c2noc(COc3cccc4ccccc34)n2)cc1,9.9,0.3,0.5,-3.7
COC(=O)c1cc(NC(=O)CC(C)(C)C)cc(C(=O)OC)c1,-3.2,0.2,-0.5,7.1
CC1=CC2=NC(=O)/C(=C\c3ccc(-c4ccc(F)cc4)o3)C(=N)N2O1,2.8,-0.1,-0.6,9.7
COCCNc1ncc(-c2cccc3ncccc23)n2ccnc12,-26.4,0.2,0.6,12.1
O=C(NCCCN1CCN(c2cccc(Cl)c2)CC1)c1nc(-c2ccncc2)no1,-7.0,0.0,0.4,-5.9
CC12OC1C(=O)C1C3C=CC(C3)C1C2=O (stereo unspecified),-9.1,0.0,-0.6,-3.3
Cc1ccc(-c2nnc(N3CCOCC3)c3ccccc23)cc1S(=O)(=O)N(C)C,12.8,-0.1,-1.5,1.3
COC(=O)CCSc1ncnc2c1sc1nc(N3CCOCC3)c3c(c12)CCCC3,5.2,0.1,-0.6,-5.6
CC(=O)c1cccc(-c2cnc3c(NC4CCC(O)CC4)nccn23)c1 (stereo unspecified),-4.9,-0.7,0.1,14.3
Cn1c(=O)c2c(nc(NCCO)n2Cc2ccccc2F)n(C)c1=O,22.3,0.1,16.0*,25.5
CCCN1CCN(C(=S)Nc2ccc(C(=O)OCC)cc2)CC1,-3.0,-0.2,-0.3,8.6
COc1ccccc1CC1(C)C(=O)Nc2c(Cl)cccc21 (stereo unspecified),9.7,-0.1,1.3,-7.4
COc1ccc(CCn2c(SCC(=O)c3ccc(O)c(O)c3)nc3ccsc3c2=O)cc1OC,-11.8,-0.2,1.2,16.6
COc1cc(/C=N/Nc2nc3ccccc3o2)cc(OC)c1O,-9.7,-0.1,-0.7,-45.5
CCOC(=O)C1CCN(c2c(N3CCCCCC3)c(=O)c2=O)CC1,0.7,-0.2,0.3,2.6
O=C1C(=O)N(c2nncs2)C(c2cccc(Br)c2)/C1=C(\O)c1ccc(F)cc1 (stereo unspecified),6.4,-0.1,-0.2,15.6
CCN(CC)c1ccc(C2C(C(=O)OC)=C(C)NC3=C2C(=O)CC(C)(C)C3)cc1 (stereo unspecified),4.9,-0.2,2.4,4.8
CC(C)NC(=O)Cn1nnc(-c2cccc(NC(=O)c3ccccc3F)c2)n1,-1.7,-0.2,1.1,1.0
COCCN(C(=O)c1csnn1)C(C(=O)NC(C)(C)C)c1ccc(Cl)cc1 (stereo unspecified),3.6,-0.1,-0.5,1.1
CCOC(=O)CSc1nnnn1-c1ccc(C(=O)OCc2cccc(Br)c2)cc1,-2.4,0.1,-1.5,-6.8
COCCNC(=O)[C@@H]1C[C@@H](NCC2=CC[C@H]3C[C@@H]2C3(C)C)CN1Cc1ccc(Cl)cc1,4.4,0.0,0.5,-8.7
Cc1ccc(N(C)C(=O)CCS(=O)(=O)c2ccc3c(c2)n(C)c(=O)c(=O)n3C)cc1,10.3,-0.1,-2.5,5.2
COc1cc(/C=C(\C#N)c2nc3ccc(C)cc3[nH]2)ccc1Oc1ccc([N+](=O)[O-])cc1C(F)(F)F,13.6,0.0,-0.1,25.7
CCOC(=O)C1=C(c2ccccc2)N=c2s/c(=C/c3cn(C)c4ccccc34)c(=O)n2C1c1ccc(OC)c(OC)c1 (stereo unspecified),-4.4,0.1,0.8,9.0

# Seven entries from above, as tab-separated lines.
Structure	MITF inh	FBW7 activator	GPR151 ag	TEAD-YAP inh
CCOC(=O)C1=C(c2ccccc2)N=c2s/c(=C/c3cn(C)c4ccccc34)c(=O)n2C1c1ccc(OC)c(OC)c1 (stereo unspecified)	-4.4	0.1	0.8	9.0
CC(C)NC(=O)Cn1nnc(-c2cccc(NC(=O)c3ccccc3F)c2)n1	-1.7	-0.2	1.1	1.0
COc1cc(/C=C(\C#N)c2nc3ccc(C)cc3[nH]2)ccc1Oc1ccc([N+](=O)[O-])cc1C(F)(F)F	13.6	0.0	-0.1	25.7
Cc1ccc(N(C)C(=O)CCS(=O)(=O)c2ccc3c(c2)n(C)c(=O)c(=O)n3C)cc1	10.3	-0.1	-2.5	5.2
COCCNC(=O)[C@@H]1C[C@@H](NCC2=CC[C@H]3C[C@@H]2C3(C)C)CN1Cc1ccc(Cl)cc1	4.4	0.0	0.5	-8.7
COc1ccc(CCn2c(SCC(=O)c3ccc(O)c(O)c3)nc3ccsc3c2=O)cc1OC	-11.8	-0.2	1.2	16.6
COCCN(C(=O)c1csnn1)C(C(=O)NC(C)(C)C)c1ccc(Cl)cc1 (stereo unspecified)	3.6	-0.1	-0.5	1.1

# Later entries:
SMILES,MITF inh,FBW7 activator,GPR151 ag,TEAD-YAP inh
O=C(Cn1c(=O)n(Cc2cccs2)c2ncccc21)NC1CC1,-3.4,-0.1,0.8,-3.5
O=C(Nc1ccc(-c2nc3ccccc3[nH]2)cc1)C1CCCN(Cc2cccnc2)C1 (stereo unspecified),5.4,0.0,1.1,-16.8
CC(C)C(=O)Nc1ccccc1C(=O)Nc1ccc(C(=O)O)cc1,4.1,0.1,1.2,-2.7
CC(=O)N1c2ccccc2C(=O)OC1c1ccc([N+](=O)[O-])cc1 (stereo unspecified),0.9,-0.1,-1.1,-2.8
O=C(Nc1ccccc1Cl)C1CC(=O)N(c2ccc(F)cc2)C1 (stereo unspecified),10.9,0.2,-0.2,9.9
CCOC(=O)c1sc2ncn(CC(=O)N(CC)CC)c(=O)c2c1C,7.9,-0.2,-1.1,7.2
Cc1n[nH]c(=O)c2c(NC(=O)CCl)oc(C)c12,1.3,0.0,-0.4,15.5
CN1CCN(C(=O)C(=O)Nc2ccc3nc4n(c(=O)c3c2)CCCCC4)CC1,12.8,0.0,-0.1,9.9
O=C(Nc1cccc(-c2nc3ncccc3o2)c1)c1cccnc1,0.8,0.1,-0.4,-2.9
c1ccc2c(c1)ccc1nncn12,-8.6,-0.1,1.0,-6.5
COc1ccc(-c2csc(NC(=O)c3ccc(S(=O)(=O)N4CCc5ccccc54)cc3)n2)cc1C,0.9,0.0,-0.2,0.7
CCOC(=O)c1cccc(NC(=O)CSc2ncc(-c3ccc([N+](=O)[O-])cc3)[nH]2)c1,0.5,0.0,-1.9,11.4
O=C(c1ccc2c(c1)N(Cc1ccccc1)C(=O)CS2=O)N1CCc2ccccc2C1 (stereo unspecified),-1.9,0.0,-0.6,-12.7
O=C(CC1CCCCC1)Nc1ccccc1,11.2,0.0,-1.0,-55.5
O=C(CN(Cc1ccc(F)cc1)C(=O)CN1C(=O)CSc2ccccc21)NC1CC1,10.4,0.1,0.1,-4.1
CC(=O)c1cccc(-c2nc(C(=O)NCc3nc4ccccc4[nH]3)cs2)c1,4.4,0.2,-0.3,0.3
CCN1CCCC1CNC(=S)NCc1ccc(OC)cc1 (stereo unspecified),13.5,0.2,-1.0,3.5
COc1ccc(-c2noc(C3CCCN(C(=O)c4c(F)cccc4F)C3)n2)cc1OC (stereo unspecified),-9.6,-0.1,2.4,8.5
COc1ccc(-n2ncc3c(Nc4ccc(NC(C)=O)cc4)ncnc32)cc1,9.0,0.2,1.6,-9.1
O=S(=O)(Nc1cccc(N2CCC(NCCn3cccn3)CC2)c1)c1ccc(F)cc1,-9.7,-0.2,-1.3,-8.1
CC(=O)N1CCc2c(sc(NC(=O)COc3ccc(Cl)cc3)c2C#N)C1,-0.4,0.1,1.6,8.3
O=C(NN1S(=O)(=O)c2ccccc2S1(=O)=O)c1ccco1,19.4,0.4,0.0,7.4
Cc1cc(C=O)c(C)n1-c1sc2c(c1C(=O)O)CCCC2,-9.4,-0.2,0.9,4.5
COc1ccc(OC)c(NC(=O)Cn2c(-c3ccccc3)cc(C(C)=O)c2C)c1,-8.3,0.0,0.0,-10.3
COc1ccc(-c2cccc(C(=O)NCCN3CCOCC3)n2)cn1,-5.9,-0.1,-0.5,0.7
O=C1CCCN1CCn1cnc2c(NCc3cccc(C(F)(F)F)c3)nc(Nc3nccc4ccccc34)nc21,-15.8,0.0,-1.1,-3.3
Nc1cc(=O)[nH]c(SCC(=O)Nc2ccc(S(N)(=O)=O)cc2)n1,5.9,-0.1,-0.2,19.3
CSc1ccc(-c2nc(CSCC(=O)NC(C)(C)C)c(C)o2)cc1,-1.9,-0.2,0.7,-20.8
Cc1cccc(C)c1NC(=O)C(Cc1c[nH]c2ccccc12)NC(=O)OC(C)(C)C (stereo unspecified),62.6*,0.0,1.3,-1.5
CCNC(=O)COC(=O)c1cccc([N+](=O)[O-])c1,7.0,0.1,0.8,-7.1
CCN(CC)C(=O)C1CCCN(c2nc3ncnc(NCCCN4CCCC4=O)c3[nH]2)C1 (stereo unspecified),12.9,0.1,-0.1,-3.1
CC(=O)c1ccc(NC(=O)Cc2ccc(Cl)s2)cc1,7.9,0.1,-0.8,-48.5
Cc1ccc(-n2nc3c(n2)/C(=N/O)CCC3)cc1,-2.9,-0.2,-2.2,-45.2
COc1ccc(S(=O)(=O)NCC2(c3cccs3)CCCC2)cc1OC,-9.1,-0.2,-0.1,8.1
CN(C(=O)c1cc2nc(-c3ccc(Cl)c(Cl)c3)cc(C(F)(F)F)n2n1)C1CCCCC1,12.1,0.1,1.4,-1.3
CS(=O)(=O)NCC(O)Cn1c2ccccc2c2ccccc21 (stereo unspecified),-18.2,0.8,2.4,10.7
COc1ccc([C@@H]2CN(C(=O)c3ccco3)C[C@H]2C(=O)O)cc1,2.7,0.0,3.5,5.3
O=C(NCCc1ccc(O)cc1)c1ccc2nc(Nc3ccncn3)sc2c1,7.9,-0.1,1.8,-6.4
CC1CCCCN1C(=O)Cn1c(=O)n(-c2ccc(F)cc2F)c(=O)c2sccc21 (stereo unspecified),2.8,0.1,-1.0,-0.7
COc1ccc(CN2CCN(C3CCCC3)C(CCO)C2)cc1O (stereo unspecified),12.3,0.2,-1.2,0.4
CCC(C)C1N=C2c3ccccc3N=C(SCC(=O)NCCc3ccc(S(N)(=O)=O)cc3)N2C1=O (stereo unspecified),10.0,0.1,0.3,-13.7
O=C(O)c1cccc(NC(=O)c2ccc(C(F)(F)F)cc2)c1,-7.1,-0.1,-4.6,-37.6
COCC1=C(C(=O)OC)C(c2cccc([N+](=O)[O-])c2)n2ncnc2N1 (stereo unspecified),-2.2,0.0,0.6,6.8
Cc1ccc(C)c(N(C(=O)c2csnn2)C(C(=O)NC(C)(C)C)c2ccco2)c1 (stereo unspecified),9.4,0.0,1.1,-2.9
O=[N+]([O-])c1cn(CNc2cccnc2)cn1,1.5,0.0,0.6,7.2
O=c1[nH]c(Nc2ccc(F)c(Cl)c2)nnc1Cc1ccccc1,1.0,0.0,-0.9,-3.5
O=C(c1cnn2c1NC(c1ccc(Br)cc1)CC2C(F)(F)F)N1CCCC1 (stereo unspecified),-5.0,-0.2,4.8,-5.3
